sEH activator – soluble epoxide hydrolase (human) activation; P34913; purified human sEH enzymatic activity, activator screen; activation, % at 2 µM; 91,000 compounds, 0.04% hits; AID 717; in the data active = activation above about 37%; note: values of inactives mirror those of a sister screen read the other way
Target sequence (P34913 whole entry, looked up): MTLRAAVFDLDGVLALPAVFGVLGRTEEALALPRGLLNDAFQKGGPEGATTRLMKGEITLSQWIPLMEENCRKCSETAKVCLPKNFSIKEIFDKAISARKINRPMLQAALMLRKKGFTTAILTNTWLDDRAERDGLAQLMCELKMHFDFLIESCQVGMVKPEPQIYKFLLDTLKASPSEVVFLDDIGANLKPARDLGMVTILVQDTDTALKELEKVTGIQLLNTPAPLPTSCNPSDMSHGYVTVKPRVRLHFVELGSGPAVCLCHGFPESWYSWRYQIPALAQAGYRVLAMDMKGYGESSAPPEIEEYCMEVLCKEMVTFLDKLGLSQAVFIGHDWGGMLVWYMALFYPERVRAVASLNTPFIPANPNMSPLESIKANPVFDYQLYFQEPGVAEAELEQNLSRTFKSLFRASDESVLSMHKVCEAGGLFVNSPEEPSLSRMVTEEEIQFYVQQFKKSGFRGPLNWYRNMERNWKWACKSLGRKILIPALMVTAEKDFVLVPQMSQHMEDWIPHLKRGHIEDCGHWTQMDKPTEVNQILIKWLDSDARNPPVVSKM
sEH inhibitor – inhibitors of human soluble epoxide hydrolase; recombinant human sEH enzymatic activity assay; inhibition, % at 2 µM; 91,000 compounds, 0.34% hits; in the data active = inhibition above about 80%; note: values of inactives mirror those of a sister screen read the other way; many of its hits are not listed in these tables
The depositor's hits bear a star. An excerpt; the hit share may differ from the screen's.

SMILES,sEH activator,sEH inhibitor
COC(=O)c1nnn(-c2nonc2N)c1CSc1nc2ccccc2o1,-4,5
COc1ccc(Nc2c3c(c(C#N)c4nc5ccccc5n24)CCC3)cc1,0,1
CNC(=O)c1cn(-c2ccccc2)c(=O)c2ccccc12,18,-21
Cc1ccccc1Cn1ccc(-c2ccc3c(c2)OCO3)n1,6,-6
Cc1cc(C)c(Cn2cnc(-c3ccc([N+](=O)[O-])cc3)c2)c(C)c1,-1,4
N#Cc1c2c(c(-n3cnc4ccccc43)n3c1nc1ccccc13)CCC2,4,-1
COc1ccc2cc(C)c3nnc(SCC(=O)Nc4nc(-c5ccccc5)cs4)n3c2c1,-3,6
O=C(NNC(=S)NC(=O)c1cccnc1)c1ccccc1,1,1
CCCC(=O)NNC(=O)CCC(=O)NCc1ccccc1,0,0
COC(=O)c1cc2ccccc2c(-c2c(OC)c(C(=O)OC)cc3ccccc23)c1OC,1,-2
CCOC(=O)c1cnc(Nc2nc3ccccc3o2)nc1CN1CCN(C)CC1,12,-14
Clc1cccc(CSc2nccn2-c2ccccc2)c1,0,5
Cc1ccc(-c2cn3c(=O)cc(C)[nH]c3n2)cc1,0,1
CCOC(=O)CSc1snnc1C,-15,14
COC(=O)c1sccc1NC(=O)CSc1cc(Cl)ccc1Cl,-4,2
Cn1c(CO)cnc1SCc1ccccc1,2,-5
CC(C)(C)n1nc(-c2ccc(Cl)cc2)c2c(N)ncnc21,10,-12
Cc1ccc(Cl)cc1Nc1nc(-c2sc(NC(=O)c3cccc(Cl)c3)nc2C)cs1,-69,71
Cc1ccc(/C=N/NC(=O)CSc2nc3ccccc3n2C)s1,-10,12
CCOc1ccc(C(=O)CCc2nc3ccccc3s2)cc1,-6,9
CC1=NN(Cc2ccccc2)C(=O)/C1=C/c1ccc(N(C)C)cc1,4,-3
Cc1sc(NC(=O)/C=C/c2ccc(C(C)C)cc2)c(C#N)c1C,-12,17
CN(/N=C/c1ccncc1)C1=NS(=O)(=O)c2ccccc21,5,-5
CCOC(=O)C(Cc1ccc(NC(=O)/C(=C/c2ccccc2)NC(=O)c2ccccc2)cc1)N1C(=O)c2ccccc2C1=O (stereo not given),-12,10
COc1ccc(CCN(C(=O)C(F)(F)F)C(C(=O)NC2CCCC2)c2cccs2)cc1 (stereo not given),-1,4
CN=C1S/C(=C\c2cn(C(C)=O)nc2-c2ccccc2)C(=O)N1C,6,-3
Cc1ccc(NC2OC(C(O)CO)C(O)C2O)cc1[N+](=O)[O-] (stereo not given),14,-18
Cc1nc(OCc2ccccc2)c2ccccc2n1,-6,11
O=C(NC1CCCCC1)C(c1ccc(F)cc1)N(C(=O)Cc1ccsc1)c1ccc(F)cc1 (stereo not given),-3,6
CCOC(=O)COc1ccccc1C1Nc2ccccc2C(=O)N1c1cccc(Cl)c1 (stereo not given),-6,3
O=C(O)/C=C/C(=O)NNC(=O)c1ccccc1Br,-8,7
Cc1ccc(Oc2nn[nH]n2)cc1,8,-5
COc1ccccc1-c1c(C(F)(F)F)oc2cc(OC(=O)c3cccc([N+](=O)[O-])c3C)ccc2c1=O,13,-12
N#Cc1ccccc1Sc1ccccc1N,-2,4
O=C(Nc1ccnc(-c2cccnc2)n1)c1ccc(Cl)cc1,-6,8
COc1ccc(NC(=O)CCNS(=O)(=O)c2ccc(Br)s2)cc1,-10,7
C=CCNC(=O)c1onc(CSc2ccc(F)c(F)c2)c1C(=O)O,3,2
COc1ccc(C(=O)Nc2cc(OC)cc(OC)c2)cc1,6,-6
CCC(C)C1NC(=S)N(C2CCCCC2)C1=O (stereo not given),2,4
COc1cc(O)oc1C=Nc1ccc(C(F)(F)F)cc1,-16,17
O=C(Nc1nc2ccccc2n1Cc1ccccc1)c1ccc(COc2ccccc2[N+](=O)[O-])o1,1,-1
COc1ccc(N(CC(O)Cn2c3ccccc3c3ccccc32)S(=O)(=O)c2ccccc2)cc1 (stereo not given),-6,10
CCCCNC(=O)c1onc(CSc2ccccc2)c1C(=O)O,-7,12
C=CCC1(O)C(=O)N2C(=C1C(=O)OCC)c1ccc3ccccc3c1CC2(C)C (stereo not given),0,-2
CC1(C)CC(=O)C(C(c2ccccc2F)C2C(=O)CC(C)(C)CC2=O)C(=O)C1,9,-9
C/C(Cn1nc([N+](=O)[O-])cc1C)=N\NC(=O)c1ccc(O)cc1O,0,0
O=C(Oc1ccc(=O)n(-c2ccccc2)n1)c1ccc(Cl)cc1,-1,6
Cc1ncc([N+](=O)[O-])n1CCOC(=O)NC(NCc1ccccc1)C(Cl)(Cl)Cl (stereo not given),5,-2

16 compounds out of the list, ordered by heavy-atom count, high to low:
SMILES,sEH activator,sEH inhibitor
COc1ccccc1-c1c(C(F)(F)F)oc2cc(OC(=O)c3cccc([N+](=O)[O-])c3C)ccc2c1=O,13,-12
COc1ccc(N(CC(O)Cn2c3ccccc3c3ccccc32)S(=O)(=O)c2ccccc2)cc1 (stereo not given),-6,10
O=C(NC1CCCCC1)C(c1ccc(F)cc1)N(C(=O)Cc1ccsc1)c1ccc(F)cc1 (stereo not given),-3,6
CCOC(=O)COc1ccccc1C1Nc2ccccc2C(=O)N1c1cccc(Cl)c1 (stereo not given),-6,3
C=CCC1(O)C(=O)N2C(=C1C(=O)OCC)c1ccc3ccccc3c1CC2(C)C (stereo not given),0,-2
Cc1ncc([N+](=O)[O-])n1CCOC(=O)NC(NCc1ccccc1)C(Cl)(Cl)Cl (stereo not given),5,-2
C=CCNC(=O)c1onc(CSc2ccc(F)c(F)c2)c1C(=O)O,3,2
CCCCNC(=O)c1onc(CSc2ccccc2)c1C(=O)O,-7,12
Cc1ccc(NC2OC(C(O)CO)C(O)C2O)cc1[N+](=O)[O-] (stereo not given),14,-18
COc1ccc(C(=O)Nc2cc(OC)cc(OC)c2)cc1,6,-6
COc1cc(O)oc1C=Nc1ccc(C(F)(F)F)cc1,-16,17
Cc1nc(OCc2ccccc2)c2ccccc2n1,-6,11
O=C(O)/C=C/C(=O)NNC(=O)c1ccccc1Br,-8,7
CCC(C)C1NC(=S)N(C2CCCCC2)C1=O (stereo not given),2,4
N#Cc1ccccc1Sc1ccccc1N,-2,4
Cc1ccc(Oc2nn[nH]n2)cc1,8,-5

Other structures follow:
SMILES,sEH activator,sEH inhibitor
COc1ccc(C(=O)NC(CO)c2nnc(SCc3ccc(Cl)c(Cl)c3)n2C)cc1 (stereo not given),2,0
Cc1ccc(NC(=S)NCCN2CCOCC2)cc1C,38*,-35
CC(NCc1cccn1C)c1ccccc1 (stereo not given),9,-8
O=S(=O)(c1cnccc1N1CCN(/N=C/c2ccccc2)CC1)N1CCCCC1,3,-3
Cc1c(CCO)c(=O)[nH]n1C(=O)c1ccc(F)cc1,4,-4
CC(C)n1nnc2ccccc2c1=O,3,-2
CC(C)CNc1nc(=S)nc(N(C)C)[nH]1,-8,11
Cc1ccc(/C=C/C(=O)NC(=S)Nc2ccccc2C(=O)NC2CCCCC2)cc1,7,-10
Cc1ccc(CN2CCN(CC(=O)N3CCC(C(N)=O)CC3)C2=O)cc1,11,-12
O=C(/C=C/c1cccs1)c1ccc(Br)cc1,-4,7
CCCC(=O)N(CCN(Cc1ccccc1)C(=O)CCC)Cc1ccccc1,-8,6
Clc1cccc(N/N=C/c2ccc(N3CCOCC3)cc2)c1,12,-10
CC(C)(C(=O)c1ccccc1)/[N+]([O-])=C/c1ccccc1,16,-13
O=C(Nc1ccc2c(c1)OCCO2)N1CCN(c2ccccc2)CC1,-44,44
O=C1CC(c2ccccc2)CC(O)=C1C=NCc1ccccc1 (stereo not given),11,-9
O=C(NNc1nc2ccccc2s1)c1ccccc1F,0,-2
N#Cc1cc(N)ccc1Sc1ccc(Cl)cc1,-5,5
Cc1nc(NC(=O)/C=C/c2ccccc2)sc1C(=O)Nc1ccc(Cl)cc1,-7,9
CCOC(=O)/C(=C/c1c2ccccc2cc2ccccc12)NC(=O)c1ccccc1,8,-6
CC1CCN(c2cc(N3CCOCC3)c(F)cc2[N+](=O)[O-])CC1,-2,2
CCOc1c2ccc(C(=O)NCc3ccc(C)cc3)cc2nn1CC,-5,6
O=C1CSC(c2ccccc2)N1c1nc(-c2ccc(Cl)cc2Cl)cs1 (stereo not given),-9,10
CCOC(=O)c1cnn(-c2nc(-c3cccc(F)c3)cs2)c1C(F)(F)F,-7,10
COc1ccc(S(=O)(=O)N2CCC(c3cc(-c4cccc5ccccc45)n[nH]3)CC2)cc1,-7,8
O=C(Nc1ncc2c(n1)-c1ccccc1CC2)c1ccc(Cl)cc1,9,-6
CCCC(=O)Nc1ccc(C(=O)NNC(=O)c2ccco2)cc1,-13,11
CCOc1ccccc1NC1=CC(=O)CC(c2ccccc2)C1 (stereo not given),-7,7
FC(F)(F)c1cccc(-c2nnc(-c3ccccc3)c(N3CCOCC3)n2)c1,-4,6
O=C(CCCCCn1c(=S)[nH]c2ccccc2c1=O)NCc1ccc2c(c1)OCO2,-83,83*
CC(C(=O)N/N=C/c1ccc(N(C)C)c(Br)c1)N(c1ccccc1)S(C)(=O)=O (stereo not given),-32,32
CC[n+]1c(/C=C/C=C/N(C(C)=O)c2ccccc2)sc2ccccc21,12,-9
CCCCSC(=S)N(C)C1CCS(=O)(=O)C1 (stereo not given),-6,7
O=C(CCNc1cccc(Cl)c1)c1cccs1,0,1
Cn1c(CCNC(=O)c2ccccc2Cl)n[nH]c1=S,-4,4
Cc1cccc(C)c1OC1(c2ccccc2)OC(=O)c2ccccc21 (stereo not given),0,0
Cc1ccc(SCc2nc3ccccc3n2CC(=O)Nc2c(C)cccc2C)cc1,11,-8
CN(NC(=O)c1ccc(Cl)cc1)c1cccc(Cl)n1,-13,10
Cc1ccccc1-n1ncc2c(SCC(=O)N3c4ccccc4CC3C)ncnc21 (stereo not given),-6,8
COc1cccc(N2CCN(C(=S)NCc3ccco3)CC2)c1,-2,5
CCn1nc(C(=O)Nc2ccccc2C)c(Cl)c1Cl,-3,2
Cc1csc(NC(=O)CSc2nnc3c4ccccc4nc(C(C)(C)C)n23)n1,8,-4
Cc1ccnc(NC2(C(F)(F)F)N=C(c3ccccc3)NC2=O)c1 (stereo not given),-1,3
CCOC(=O)c1ccc(-c2ccc(CO)o2)cc1,10,-9
CCOc1ccc(OCC)c(-c2c(=O)n(OCc3ccccc3C(=O)OC)c3ccccc3[n+]2[O-])c1,0,2
Cc1c(/C=N\NC(=O)c2csc3ccccc23)cnn1C,-34,36
C/C(CC(=O)NCc1ccco1)=N\NC(=O)Cc1ccc(Cl)cc1,1,2
CCOc1cc(/C=N/NC(=O)c2ccncc2)ccc1OC(=O)c1ccc([N+](=O)[O-])cc1,-26,28
S=C(Nc1ccc(Cl)cc1Cl)Nc1ccccc1Oc1ccccc1,-7,8
COc1cc(CNCCc2ccccc2)ccc1OCC(=O)NC(C)(C)C,6,-7
Nc1nc(Br)c2c(F)cccc2c1-c1ccc(Cl)cc1,8,-7
CC1=CC(C)(C)N(C(=O)CSc2nnc(N)s2)c2c(C)cc(C)cc21,-2,2
O=c1ccc(NS(=O)(=O)c2ccccc2)cn1Cc1ccc(Cl)c(Cl)c1,7,-6
CCCn1nc2cc(C(=O)NCc3ccccc3)ccc2c1OCC,7,-6
COc1ccc(C(C(=O)NC(C)(C)C)N(C(=O)CNC(=O)c2cccs2)c2ccc(C)cc2)cc1OC (stereo not given),-5,7
Cc1cc(C)cc(CSCC(=O)N/N=C/c2ccc(OCC(=O)NCc3ccco3)cc2)c1,-54,55
Cc1nn(C)c(Cl)c1NC(=O)OCc1ccc(Cl)cc1Cl,-12,13

Carrying on:
SMILES,sEH activator,sEH inhibitor
CCNc1nc2[nH]c(=O)c3c(c2s1)OC(N)=C(C#N)C3c1ccc(C)cc1 (stereo not given),-3,3
CC(C)Nc1cc(C(F)(F)F)nc(-c2ccccn2)n1,10,-7
O=C(CN1CCN(S(=O)(=O)c2ccccc2)CC1)NC(=O)NCc1ccccc1,-1,4
O=C1CCCN1c1ccc(S(=O)(=O)Oc2ccc(Cl)cc2)cc1[N+](=O)[O-],-6,9
FC(F)(F)c1nc2ccccc2nc1N/N=C/c1ccc(Cl)cc1,-22,22
CC(C)CC(=O)N1CCC(O)(CS(=O)(=O)Cc2ccc(Cl)cc2)CC1,1,-1
COc1ccc(-n2c(C)n[nH]c2=O)cc1OC,10,-9
COc1ccc(CNC(=O)/C=C/c2ccc(OCCCF)cc2)cc1OC,4,2
COc1cc(OC)nc(Oc2ccccc2C(=O)Oc2cccc(C)c2)n1,-5,11
O=C(/C=C/c1ccccc1Cl)NCCN1CCOCC1,-8,9

A stretch of the results above:
SMILES,sEH activator,sEH inhibitor
COc1cc(OC)nc(Oc2ccccc2C(=O)Oc2cccc(C)c2)n1,-5,11
O=C(/C=C/c1ccccc1Cl)NCCN1CCOCC1,-8,9
